GAA spleen mod – inhibitors or activators of human alpha-glucosidase in spleen homogenate; P10253; human spleen homogenate, 4-MU-alpha-glucoside fluorescence; Potency, µM (doses to about 79.9 µM), without a hit: at the top dose activity change, negative = inhibition, most hits filed as inhibitors; 240,000 tested, 0.006% active; AID 2112;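 also: 0% = enzyme with vehicle and -100% = no enzyme basal signal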
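Human spleen homogenate (1 ug) incubated with compounds and 1 mM 4-methylumbelliferyl-alpha-D-glucopyranoside in pH 5.0 citrate/phosphate buffer, 37 C, 40 min. Stopped at pH 10; 4-MU fluorescence (Ex 365/Em 440 nm); AC50 by Hill fit.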
GAA glycogen – GAA glycogen-cleavage inhibition or activation; recombinant GAA, glycogen substrate, Amplex Red glucose oxidase fluorescence; Potency, µM (doses to about 76.4 µM), for inactives: at the highest dose activity change, negative = inhibition, actives largely listed as inhibitors; P10253; 300,000 tested, 0.38% active;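 also: 0% = full enzyme reaction and -100% = no-enzyme basal signal; the screen sought inhibitors and activators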
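Natural-substrate format: glycogen cleavage by 4 nM human enzyme, glucose read by Amplex Red coupling (Ex 573, Em 610 nm). Normalized to enzyme and no-enzyme controls.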
GLA spleen mod – alpha-galactosidase A (human) modulation; P06280; human spleen homogenate, 4MU-alpha-Gal fluorescence, 40 min; Potency, µM (doses to about 80 µM), for the others: at the highest dose activity change, negative = inhibition, most hits filed as inhibitors; 240,000 tested, 0.008% active; AID 2107;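 also: 0% = enzyme with vehicle and -100% = no enzyme basal signal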
Target sequence (P06280 32-429 limits assumed): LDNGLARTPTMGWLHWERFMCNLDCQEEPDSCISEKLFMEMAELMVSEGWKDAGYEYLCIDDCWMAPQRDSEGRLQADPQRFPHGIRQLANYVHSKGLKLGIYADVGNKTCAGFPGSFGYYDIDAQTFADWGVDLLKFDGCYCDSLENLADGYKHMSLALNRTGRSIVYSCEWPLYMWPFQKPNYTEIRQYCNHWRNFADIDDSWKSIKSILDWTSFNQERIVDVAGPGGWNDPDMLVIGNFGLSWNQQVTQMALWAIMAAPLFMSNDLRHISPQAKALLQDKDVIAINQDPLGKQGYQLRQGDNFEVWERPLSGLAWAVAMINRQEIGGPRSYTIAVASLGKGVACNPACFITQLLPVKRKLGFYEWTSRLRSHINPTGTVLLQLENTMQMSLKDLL
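Fluorogenic readout (Ex 365/Em 440 nm) of 4-methylumbelliferone released from 1 mM 4-MU-alpha-galactoside by spleen homogenate, 40 min at 37C, pH 5.0. Data normalized to no-enzyme and enzyme controls; Hill-equation AC50 from compound titrations.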
KDM4E inh – blocks human JMJD2E demethylase activity | B2RXH2 | JMJD2E catalytic domain, FDH-coupled NADH fluorescence (FDH is formaldehyde dehydrogenase) | Potency, µM (doses to about 57.1 µM), inactives show at the top dose activity change, negative = inhibition, actives largely listed as inhibitors | 230,000 tested, 1.6% active | AID 2147; active = well fitted inhibition curve with a large enough effect, not every such curve was filed as active; inconclusive = small, poorly fitted or top-dose-only effect, or another doubt; inactive = no such curve, though single readings can be large or run the other way;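 also: 0% = wells with enzyme and -100% = buffer wells without enzyme; nearly all actives have a fitted effect of over 50% in size; many of its hits are not listed in these tables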
Target sequence (B2RXH2 1-337 limits assumed): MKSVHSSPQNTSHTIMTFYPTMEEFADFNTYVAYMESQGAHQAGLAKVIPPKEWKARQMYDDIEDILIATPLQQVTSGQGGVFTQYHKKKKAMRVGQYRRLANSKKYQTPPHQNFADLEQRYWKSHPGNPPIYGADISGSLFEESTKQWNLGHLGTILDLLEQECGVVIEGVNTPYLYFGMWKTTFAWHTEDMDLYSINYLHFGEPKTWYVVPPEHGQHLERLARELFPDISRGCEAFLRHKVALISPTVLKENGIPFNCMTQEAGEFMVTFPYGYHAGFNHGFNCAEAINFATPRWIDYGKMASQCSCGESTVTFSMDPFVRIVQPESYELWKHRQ
GAA inh – alpha-glucosidase (human) inhibition; AID 1466; Potency, µM (doses to about 76.9 µM), for the others: at the highest dose activity change, negative = inhibition, hits mostly inhibitors; 200,000 tested, 0.005% active; purified human GAA, 4-MU-alpha-glucoside fluorescence;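 also: plate controls were uninhibited enzyme wells for no effect and no-enzyme background for full effect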
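Compounds are titrated up to 77 uM against 4 nM human enzyme. Substrate 4-methylumbelliferyl-alpha-D-pyranoside (400 uM) reacts 20 min at room temperature in pH 5.0 buffer; liberated 4-methylumbelliferone is read at 440 nm.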
GoLoco inh red – RGS12 GoLoco-Gai1 interaction inhibition. Gai1:RGS12 GoLoco peptide FP, rhodamine, 10 min. 230,000 tested, 0.44% active. AID 880. Potency, µM (doses to about 61.6 µM), inactives show at the top dose activity, negative = inhibition, usual class: inhibitors; active = well fitted inhibition curve with a large enough effect, not every such curve was filed as active; inactive = no such curve, though single readings can be large or run the other way; also: % is scaled to controls: 0 for no effect and ±100 for the full control effect; nearly all actives have a fitted effect of over 30% in size; many of its hits are not listed in these tables
Target sequence (P63096 whole entry, looked up): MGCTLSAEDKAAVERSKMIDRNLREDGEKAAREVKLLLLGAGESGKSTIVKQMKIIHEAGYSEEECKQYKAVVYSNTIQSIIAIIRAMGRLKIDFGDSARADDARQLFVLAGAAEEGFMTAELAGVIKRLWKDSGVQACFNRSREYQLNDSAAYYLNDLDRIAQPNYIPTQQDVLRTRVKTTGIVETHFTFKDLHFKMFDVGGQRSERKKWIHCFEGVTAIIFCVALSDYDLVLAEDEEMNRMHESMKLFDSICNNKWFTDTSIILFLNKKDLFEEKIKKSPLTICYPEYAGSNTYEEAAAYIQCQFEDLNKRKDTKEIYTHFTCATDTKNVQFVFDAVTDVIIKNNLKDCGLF
ALDH1A1 block – ALDH1A1 (human) enzyme inhibition; P00352; Purified ALDH1A1, NADH fluorescence, propionaldehyde substrate; Potency, µM (series often up to 75.3 µM), inactives show at the top dose activity, negative = inhibition, most hits filed as inhibitors; 220,000 tested, 7.3% active; active = well fitted inhibition curve with a large enough effect, not every such curve was filed as active; inconclusive = small, poorly fitted or top-dose-only effect, or another doubt; inactive = no such curve, though single readings can be large or run the other way;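 also: plate controls were no enzyme wells and a reference inhibitor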
SMN2 splice enh – enhancers of SMN2 splice variant expression | HEK293 SMN2-luciferase splicing reporter, luminescence, 30-36 h | Potency, µM (top dose mostly 46.1 µM), inactives show at the highest dose activity change, positive = activation, hits mostly activators | 210,000 tested, 2.8% active; also: % of control where 0% means no effect; nearly all actives have a fitted effect of over 55% in size
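qHTS luciferase splicing reporter: luminescence rises when SMN2 exon 7 is included in transfected HEK293 cells. Compound exposure lasted 30-36 h at 37C, with 4.5 mM final sodium butyrate as control, followed by a ONE-Glo read.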
* marks the source's active call; other numbers are inactive results; u = inconclusive; x = no result given; & = joins results of further samples; [ ] = another dose, or the depositor's remark. Unless noted, calls follow the shape of the dose curve; as a rule, active = well fitted curve in the direction sought with a large enough effect; inconclusive = small, poorly fitted or top-dose-only effect, or another doubt; inactive = no such curve, though single readings can be large; an effect the other way counts as inactive or inconclusive. Potency is read from the fitted curve at half-maximal effect. A portion of the library; count on the stated rates, not on these rows.

SMILES | GAA spleen mod | GAA glycogen | GLA spleen mod | KDM4E inh | GAA inh | GoLoco inh red | ALDH1A1 block | SMN2 splice enh
COc1ccc(NC2(c3ccc(Cl)cc3)C(=O)c3ccccc3C2=O)cc1 | -4% | -7% | -11% | -8% | -9% | 0% | u | 13%
Cc1ccc(C)c(C(=O)CSc2nnc(C)s2)c1 | -2% | -26% | -20% | 7% | 8% | 20% | u | 29%
CCOc1ccccc1CNCCN1CCOCC1 | -8% | -2% | -1% | 1% | -1% | 2% | -2% | -6%
CCOC(=O)N1CCN(CCC(=O)Nc2ccc(Br)c(C)c2)CC1 | 4% | 4% | -6% | -8% | 8% | 21% | 7% | -59%[inhibitor]
O=C(c1ccc(F)cc1)n1cc(C(=S)N2CCOCC2)c2ccccc21 | 7% | -5% | 1% | -7% | 3% | 7% | 32µM* | 6%
COc1ccc(C=C2C(=O)OC(C)(C)OC2=O)cc1OC | -3% | 10% | 1% | -14% | x | 3% | x | x
CCCCC(CC)CN=C(N)NC(N)=NCCCCCCN=C(N)NC(N)=NCC(CC)CCCC (stereo unspecified) | 6% | x | 6% | -13% | x | 1% | -2% | -14%
O=C(O)c1cccc(N/N=C/C2=C(Cl)c3cc(Cl)ccc3SC2)c1 | -21% | u | -14% | -2% | -12% | 3% | 20µM* | 0.5µM*
CCCc1ccc(C(=O)[C@@H]2[C@@H](C(C)=O)N3c4ccc(F)cc4C=C[C@@H]3[C@@]23C(=O)Nc2ccccc23)cc1 | -1% | -4% | -12% | 14µM* | x | 7% | x | x
COc1ccc(OCC(=O)NCCC2=CCCCC2)c([N+](=O)[O-])c1 | -11% | -2% | 2% | 5% | 3% | 2% | u | -8%
COc1ccc(C(=O)N/N=C/c2c(C)[nH]c(=O)[nH]c2=O)cc1 | -3% | -13% | 3% | -2% | 3% | 9% | -2% | -3%
Cc1ccccc1NS(=O)(=O)c1ccc(NC(=O)c2ccco2)cc1 | -1% | -16% | 9% | -3% | -6% | -4% | -18% | -29%
CCCN(CCC)C(=O)CSc1nc2ccsc2c(=O)n1NC(=O)c1ccccc1 | -6% | -4% | -8% | 6% | 5% | -6% | 5% | 7%
CCCCOc1ccc(C(=O)NCC2(c3ccccc3)CCOCC2)cc1 | -8% | -3% | -4% | 2% | -13% | 7% | u | -6%
C/C(=N/NC(=O)c1ccoc1C)c1cccc(NC(=O)C(F)(F)F)c1 | -1% | 2% | -1% | 27% | 3% | 7% | -1% | 18%
COc1ccc(OC)c(Nc2ccc(C(=O)O)cc2[N+](=O)[O-])c1 | -10% | -7% | 1% | 7% | -21% | -5% | 6% | -12%
O=S(=O)(c1ccccc1)N1N=C(c2cccs2)CC1c1ccc(F)cc1 (stereo unspecified) | 1% | 10% | 9% | -6% | -8% | 2% | -9% | -7%
CC(C)(C)Cc1nc(-c2ccc(Cl)cc2)no1 | 14% | 6% | 4% | -3% | 1% | 1% | 7% | 13%
COC(=O)C(CCSC)NC(=O)Cn1ncc2c(=O)oc3ccc(C)cc3c21 (stereo unspecified) | -3% | 2% | 2% | 3% | 1% | 9% | 8% | 0%
COc1cc(/C=C(/C#N)C(=O)Nc2ccc(Cl)cc2)ccc1Oc1nc(Cl)ncc1F | -3% | 3% | -4% | u | x | -2% | x | x
COC(=O)N1[C@H](Cc2ccccc2)C=C[C@]1(C)C(=O)NCc1ccccn1 | -3%&5% | 3% | -7%&-10% | -7%&-23% | 0% | 3%&-3% | -9%&-6% | 0%&-7%
Cc1ccc(OCC(=O)N2N=C(c3ccc(Cl)cc3)CC2c2ccco2)c([N+](=O)[O-])n1 (stereo unspecified) | -2% | -6% | -9% | -7% | -5% | 7% | u | -15%
Nc1nc(-n2cnnc2)nn1-c1ccccc1 | -3% | 3% | 2% | -1% | -7% | -3% | -4% | -6%
O=C(Nc1ccc(-c2nc3ccccc3o2)cc1)c1cccnc1 | -2% | 3% | -2% | -17% | 4% | 7% | u | 8.9µM*
O=C(COc1cc(O)c2c(=O)c3ccccc3oc2c1)OCc1ccccc1 | -3% | 0% | 7% | -23% | -4%[15.4 µM] | 10% | x | x
CCOC(=O)C1=C(C)N=C2SC(C)C(=O)N2C1c1cccc(F)c1 (stereo unspecified) | 2% | -13% | 4% | -3% | -9% | 8% | -13% | -7%
COc1cc(OC)cc(C(=O)NC(C(=O)O)C23CC4CC(CC(C4)C2)C3)c1 (stereo unspecified) | 7% | 6% | 3% | 3% | -4% | 4% | 7% | -7%
CC(C)CN1CC[C@@]2(CCCN(S(=O)(=O)c3ccccc3)C2)C1 | -7% | x | 0% | x | x | 13% | -4% | 7%
CC1(C)CC(=O)C/C(=N/Nc2nc3ccccc3s2)C1 | -4% | -10% | 1% | -1% | -3% | 11% | u | -3%
O=C(c1nn(Cc2ccccc2)c(=O)c2ccccc12)N1CCN(C/C=C/c2ccccc2)CC1 | -4% | -9% | 1% | -9% | -3% | 12% | 13µM* | -4%
O=C(CN1C(=O)NC(Cc2c[nH]c3ccccc23)C1=O)Nc1cccc(S(=O)(=O)N2CCCC2)c1 (stereo unspecified) | 14% | 6% | 2% | 4% | 6% | -27% | -2% | -5%
COc1ccc(-c2nn(-c3ccccc3)cc2C(=O)O)cc1OC | -2% | 3% | 6% | -2% | 2% | 0% | u | 3%
CCCOc1ccc(C2C(C(=O)c3ccco3)=C(O)C(=O)N2CCCn2ccnc2)cc1 (stereo unspecified) | -7% | 2% | 4% | -5% | u | -3% | 4% | 6%
COC(=O)Nc1ccc(S(=O)(=O)N(C)C)cc1 | -15% | 2% | -14% | 7% | -4% | 1% | 3% | -1%
CCOC(=O)COc1ccc(S(=O)(=O)N2CCN(c3ccc(OC)cc3)CC2)cc1 | -8% | -21% | 5% | 9% | -3% | -2% | 4% | x
Cc1ccc(Oc2ccc(S(=O)(=O)N3CCOCC3)cc2C(N)=O)c(-n2nc3ccccc3n2)c1 | -4% | -12% | 0% | u | 10% | 4% | u | -8%
O=C(CSc1nnc(-c2ccc3c(c2)OCO3)o1)Nc1ncc(C(F)(F)F)cc1Cl | 1% | 0% | 5% | -1% | 5% | 163%[activator] | 2% | -51%[inhibitor]
Cc1nn(CC(=O)c2ccc(Cl)s2)c(C)c1[N+](=O)[O-] | 6% | 4% | 4% | -4% | -7% | 103%[activator] | 2% | -2%
COc1ccc(Cl)cc1NC(=O)CC(C)=O | -5% | -8% | 0% | 1% | -3% | -3% | u | 0%
COc1ccc(NS(=O)(=O)c2ccc(N3CCOCC3)c(NC(=O)c3ccccc3Cl)c2)cc1 | 7% | -3% | 8% | -4% | 0% | -2% | 7% | 2%

Shown as a hit in KDM4E inh, among the entries above:
SMILES,GAA spleen mod,KDM4E inh,GAA inh,GoLoco inh red,ALDH1A1 block,SMN2 splice enh
CCCc1ccc(C(=O)[C@@H]2[C@@H](C(C)=O)N3c4ccc(F)cc4C=C[C@@H]3[C@@]23C(=O)Nc2ccccc23)cc1,-1%,14µM*,x,7%,x,x

In the list so far, 2 have an NH in an aromatic ring:
SMILES | GAA spleen mod | GAA glycogen | GLA spleen mod | KDM4E inh | GAA inh | GoLoco inh red | ALDH1A1 block | SMN2 splice enh
COc1ccc(C(=O)N/N=C/c2c(C)[nH]c(=O)[nH]c2=O)cc1 | -3% | -13% | 3% | -2% | 3% | 9% | -2% | -3%
O=C(CN1C(=O)NC(Cc2c[nH]c3ccccc23)C1=O)Nc1cccc(S(=O)(=O)N2CCCC2)c1 (stereo unspecified) | 14% | 6% | 2% | 4% | 6% | -27% | -2% | -5%

The list continues.
SMILES | GAA spleen mod | GAA glycogen | GLA spleen mod | KDM4E inh | GAA inh | GoLoco inh red | ALDH1A1 block | SMN2 splice enh
C/C(=N\Nc1cccc2cccnc12)c1ccccc1O | -9% | u | 9% | -2% | -2% | 0% | -1% | 25µM*
CCCSc1nc2cc(C)c(C)cc2n1CC(C)O (stereo unspecified) | 3% | 4% | 8% | 2% | -1% | 5% | -3% | 20%
CCOC(=O)Cc1cc(=O)[nH]c(/N=C(\N)Nc2ccc(C)c(C)c2)n1 | 3% | -4% | 2% | -1% | -4% | 7% | -1% | x
CCn1c(SCC(=O)Nc2cccc(C)c2)nc2nc3c(cc2c1=O)COC(C)(C)C3 | -2% | -7% | -2% | 6% | -5% | 3% | u | x
O=C(/C=C/c1ccc(O)cc1)c1c(O)cc(O)cc1O | 8%&3% | -2% | -1%&3% | 0%&-9% | x | 10%&11% | 1% | x
CCNC(=S)Nc1sc2c(c1C#N)CCC(C)C2 (stereo unspecified) | 2% | -17% | 5% | 2% | x | 2% | x | x
O=C(O)CCNC(=O)/C(=C/C=C/c1ccccc1)NC(=O)c1ccccc1 | -5% | 8% | 2% | -19% | -3% | 2% | -2% | x
CCCC(=O)Nc1ccc(C#Cc2ccccc2)cc1 | -8% | -2% | -4% | -4% | 1% | 4% | 15% | u
Cc1cc(N)n(-c2ccccn2)n1 | 4% | 7% | 5% | 1% | 5%[15.4 µM] | 4% | 6% | x
Cc1cc(C(=O)OCC(=O)Nc2c(F)cccc2F)c(C)n1-c1ccccc1 | 0% | -5% | 3% | -11% | 4% | 10% | -8% | -6%
Cc1cc(C(=O)NCc2cc(F)cc3c2OCOC3)nn1C | -1% | 1% | 2% | 0% | x | 4% | x | x
O=C(NCc1ccco1)c1ccc2c(=O)n(-c3ccccc3)c(=S)[nH]c2c1 | -3% | 2% | -5% | 11% | 7% | 3% | 0.22µM* | -10%
CCc1ccccc1OCc1nnc(N)s1 | -2% | -8% | -6% | 14% | -6% | 6% | -4% | 28%
COc1ccccc1-n1c(SCC(=O)N(C)C2CCS(=O)(=O)C2)nc2ccccc2c1=O (stereo unspecified) | -9% | -5% | -2% | 3% | 6% | -2% | -6% | -5%
O=C(NCCCn1ccnc1)/C(=C/c1cccnc1)NC(=O)c1ccco1 | 2% | 3% | 0% | 3% | x | 2% | x | x
Cc1ccc(CC(=O)NCC(C)C)cc1 | -4% | 7% | 0% | 3% | -1% | -1% | -5% | x
COCCNC(=O)CN(C(=O)Cn1nnc2ccccc21)c1ccc(C)c(F)c1 | -1% | 7% | -6% | -4% | -1% | 1% | 3% | -7%
CCCn1nnc(NC(=O)c2sc3ccccc3c2Cl)n1 | -7% | 1% | 0% | -6% | 0% | -3% | u | u
CCOC(=O)c1c(C)oc2c1c(C=NC1CCS(=O)(=O)C1)c(O)c1ccccc12 (stereo unspecified) | -5% | 9% | 0% | -1% | u | 0% | 7% | 2%

Screening results deposited in PubChem by National Center for Advancing Translational Sciences (NCATS).
